Assay outcomes as filed in PubChem.
TDP1 cell CPT: growth inhibition of DT40 Tdp1-/-;hTDP1 cells with camptothecin (screen for TDP1 inhibitors); chicken DT40 Tdp1-/-;hTDP1 cells + 20 nM CPT, ATP luminescence, 48 h; Potency, µM (doses to about 46.2 µM), for inactives: top-dose activity change, negative = growth inhibition, actives largely listed as inhibitors; 420,000 tested, 12% active; AID 686979; also: nearly all actives have a fitted effect of over 55% in size
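Chicken DT40 Tdp1-/- cells complemented with human TDP1, 400 cells/well, exposed to compounds plus 20 nM camptothecin for at least 48 h at 37 C; viability read as ATP content by CellTiter-Glo luminescence.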
KAT2A inh: inhibitors of human GCN5L2 histone acetyltransferase; Q92830; GCN5L2 HAT assay, ThioGlo1 CoA-SH fluorescence; Potency, µM (series often up to 58.9 µM), inactives show at the top dose activity change, negative = inhibition, hits mostly inhibitors; 390,000 tested, 0.21% active; AID 504327
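Preincubate 20nM GCN5L2 with compound 15 min, RT → add 50uM ThioGlo1 + 75uM H3(1-25) + 70uM acetyl-CoA → read fluorescence 0 and 20 min. Primary qHTS; fluorescent artifacts likely.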
FEN1 inhibitor: human FEN1 inhibition; Potency, µM (top dose mostly 114 µM), without a hit: top-dose activity change, negative = inhibition, most hits filed as inhibitors; P39748; 390,000 tested, 0.35% active; Recombinant FEN1 flap cleavage, fluorescence, 15 min; also: nearly all actives have a fitted effect of over 65% in size
Target sequence (P39748 whole entry, looked up): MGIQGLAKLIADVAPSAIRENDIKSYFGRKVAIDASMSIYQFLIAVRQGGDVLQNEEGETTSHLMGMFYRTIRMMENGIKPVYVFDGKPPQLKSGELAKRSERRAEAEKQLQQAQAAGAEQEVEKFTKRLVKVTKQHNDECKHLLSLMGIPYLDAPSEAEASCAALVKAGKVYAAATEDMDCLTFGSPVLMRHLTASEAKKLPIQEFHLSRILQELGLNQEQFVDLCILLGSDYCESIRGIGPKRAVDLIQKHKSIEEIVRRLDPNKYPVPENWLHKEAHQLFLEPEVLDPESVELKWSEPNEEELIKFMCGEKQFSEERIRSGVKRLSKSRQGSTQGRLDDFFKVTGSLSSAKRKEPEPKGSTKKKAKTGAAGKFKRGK
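Nuclease activity of 10 nM FEN1 was measured after 15 min of room-temperature exposure to titrated compounds, by adding 50 nM flap substrate and reading plates at 0 and 15 min.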
Numbers without * were called inactive; ? = inconclusive; · = not tested or not shown; & = joins results of further samples; ! = not active in a repeat; [ ] = dose if it differs, or a comment. Calls follow the shape of the dose curve; as a rule, active = well fitted curve in the direction sought with a large enough effect; inconclusive = small, poorly fitted or top-dose-only effect, or another doubt; inactive = no such curve, though single readings can be large; an effect the other way counts as inactive or inconclusive. % is scaled to controls: 0 for no effect and ±100 for the full control effect; potency is read from the fitted curve at half-maximal effect. An excerpt; the hit share may differ from the screen's.

item	SMILES	FEN1 inhibitor	KAT2A inh	TDP1 cell CPT
1	O=C1NC(=O)C(CCc2ccncc2)(Cc2ccc3c(c2)OCO3)C(=O)N1CCc1ccccc1 (centres undefined)	-13%	-7%	?
2	CC1CCCN(C(=O)CN2C3CCC2CC(O)(c2ccc(F)cc2)C3)C1 (centres undefined)	1%	-1%	7%
3	CN(C)[C@@H]1C(=O)C(C(N)=O)=C(O)[C@@]2(O)C(=O)C3=C(O)c4c(O)ccc(Cl)c4[C@@](C)(O)[C@H]3C[C@@H]12	?	-18%	15µM*!
4	COc1ccc(C(Nc2cccc([N+](=O)[O-])c2)P(=O)(OC(C)C)OC(C)C)cc1 (centres undefined)	9%	-8%	16µM*
5	Cc1cc(-c2ccccc2)cc(C)[n+]1Cc1ccccc1	-6%	-3%	1.5µM*
6	CCOc1ccc(CCNC(=O)c2cnc3sc(N4CCCC4)nn3c2=O)cc1	21%	-14%	6.5µM*
7	CCOCCN1CCN(c2nnc3n2-c2ccc(Cl)cc2C(c2ccccc2Cl)=NC3)CC1	-1%	-4%	?
8	CCN1C[C@]2(COC(=O)c3ccccc3N)CC[C@H](OC)C34[C@@H]5C[C@H]6[C@H](OC)[C@@H]5[C@](O)(C[C@@H]6OC)[C@@](O)([C@H]13)[C@@H](OC)[C@@H]42	4%	-11%	3%
9	CC(Cl)(Cl)/C(=N/P(=S)(N1CCOCC1)N1CCOCC1)N1CCOCC1	-24%	-5%	5%
10	COC(=O)C1=C(c2cccc(C#N)c2)C[C@@H]2CC[C@H]1N2C(=O)N1CCC(C)CC1	-4%	-4%	16µM*
11	COc1ccc2c(c1)c(C(=O)CN1CCC3(CC1)OCCO3)c(C)n2Cc1ccccc1	-9%	-5%	-10%
12	O=Cc1cn(Cc2ccc(Br)cc2)c2ccccc12	-8%	-16%	-10%
13	CN1CCN(CC(=O)Nc2ccc([N+](=O)[O-])cc2C(=O)c2ccccc2)CC1	11%	-4%	5%
14	CC1CC(C)CN(S(=O)(=O)c2ccc3c(c2)oc(=O)n3CC(=O)NCc2cccnc2)C1 (centres undefined)	-3%	2%	?
15	CCOc1cc2c(cc1OCC)-n1cccc1C(c1cc(OC)ccc1F)NC2 (centres undefined)	-1%	8%	18µM*
16	C/C(=N\Nc1ccccc1)c1c(O)[nH]c(=O)[nH]c1=O	0%	0%	4%
17	COC(=O)C1=C(c2ccc(OC)c(OC)c2)C[C@@H]2CC[C@H]1N2C(=O)NCCOc1ccccc1	-1%	2%	?
18	Cc1nc2ccccc2c(=O)n1-c1ccc(Cl)cc1[N+](=O)[O-]	-3%	-22%	?
19	CN(C)c1ccc(NC(=O)CSc2nc(-c3ccco3)cc(C(F)(F)F)n2)cc1	0%	-3%	?
20	C/C(CCc1c[nH]c2ccccc12)=N\O	3%	-6%	-9%
21	CNP(=O)(Oc1ccccc1)OC12CC3CC(CC(C3)C1)C2 (centres undefined)	-10%	-10%	1%
22	Cc1c(C)c2ccc(OCC(=O)N3CCC(C(=O)O)(c4ccccc4)CC3)cc2oc1=O	-15%	-16%	12%
23	CN1C(=O)C(Cc2ccsc2)C(=O)N(C)C1=O	0%	-5%	-14%
24	COc1ccc(C2c3c(nc(C)[nH]c3=O)Oc3c2c(=O)oc2ccccc32)cc1 (centres undefined)	1%	2%	-3%
25	Cc1o[nH]c(=O)c1C[C@@H](N)C(=O)O	9%	-14%[0.501 µM]	1%
26	NC(=O)c1ccc(NC(=O)c2cccn(Cc3ccccc3)c2=O)cc1	14%	-7%	-4%
27	COc1ccccc1-n1c(O)c(C=NCCCn2ccnc2)c(=O)[nH]c1=O	-2%	-4%	-14%
28	CC[C@H](OC(C)=O)C(C[C@H](C)N(C)C)(c1ccccc1)c1ccccc1	-4%	-1%	?
29	COc1cccc(Oc2c(C)oc3cc(OC(=O)N(C)C)ccc3c2=O)c1	-19%	-2%	?
30	CC(C)Oc1cccc(NC(=O)c2cccn(Cc3ccc4c(c3)OC(F)(F)O4)c2=O)c1	?	-24%	?

In another format: four of the compounds above
#21 CNP(=O)(Oc1ccccc1)OC12CC3CC(CC(C3)C1)C2 (centres undefined)
  FEN1 inhibitor: -10% | KAT2A inh: -10% | TDP1 cell CPT: 1%
#26 NC(=O)c1ccc(NC(=O)c2cccn(Cc3ccccc3)c2=O)cc1
  FEN1 inhibitor: 14% | KAT2A inh: -7% | TDP1 cell CPT: -4%
#24 COc1ccc(C2c3c(nc(C)[nH]c3=O)Oc3c2c(=O)oc2ccccc32)cc1 (centres undefined)
  FEN1 inhibitor: 1% | KAT2A inh: 2% | TDP1 cell CPT: -3%
#22 Cc1c(C)c2ccc(OCC(=O)N3CCC(C(=O)O)(c4ccccc4)CC3)cc2oc1=O
  FEN1 inhibitor: -15% | KAT2A inh: -16% | TDP1 cell CPT: 12%

New compounds follow.
item	SMILES	FEN1 inhibitor	KAT2A inh	TDP1 cell CPT
31	Cc1ccccc1CCNCc1ccc(Br)cc1	15%	1%	?
32	COc1cc([C@@H]2c3cc4c(cc3[C@H](O)[C@H]3COC(=O)[C@@H]23)OCO4)cc(OC)c1OC	5%	·	0.071µM*
33	O=[N+]([O-])c1cccc(O)c1	-14%	-6%	?
34	CCOC(=O)CCCc1cc[c]([Sb](=[O])([OH])[OH])cc1	3.5µM*	·	-6%
35	CC(C)[C@H](NC(=O)N1C[C@H]2C[C@@H](C1)c1cccc(=O)n1C2)C(=O)Nc1ccccc1F	-12%	2%	0%
36	CC(C)=CCC/C(C)=C/CNC(=O)C[C@H]1C[C@H](C(=O)N(C(C)C)C(C)C)[C@@]2(C)c3[nH]c4ccc(Cl)cc4c3CCN2C1=O	6%	-2%	?
37	C=C1N2CCC(CC2)C1(O)c1ccc(C)c(C)c1 (centres undefined)	-3%	2%	8%
38	COc1ccc(S(=O)(=O)N2c3ccc(F)cc3CCC2C)cc1 (centres undefined)	5%	·	0.92µM*
39	O=C1NC(=O)C2(CCCc3ccc(N(CCCl)CCCl)cc32)N1 (centres undefined)	-3%	·	0.41µM*
40	Clc1cnc(Oc2ccc(Oc3ncc(Cl)cc3Cl)cc2)c(Cl)c1	-5%	-12%&0%	-18%&2%

Some values from the list.
In FEN1 inhibitor, #31 shows 15%
In TDP1 cell CPT, #39 shows 0.41µM*
In FEN1 inhibitor, #34 shows 3.5µM*
In KAT2A inh, #33 shows -6%
In TDP1 cell CPT, #35 shows 0%

Next records follow.
item	SMILES	FEN1 inhibitor	KAT2A inh	TDP1 cell CPT
41	CN1CCc2cc(O)cc3c2[C@H]1Cc1ccc(O)c(O)c1-3	79µM*!	-12%	1.6µM*
42	COc1ccc(C(=O)C2CCCN(Cc3cnc(C)s3)C2)cc1OC (centres undefined)	4%	-10%	7%
43	COc1ccccc1C1=NCc2nnc(C)n2-c2ccc(Cl)cc21	-3%	1%	-10%
44	CN1C(=O)C(=Cc2ccc(N3CCCCC3)o2)C(=O)N(C)C1=S	-5%	-6%	?
45	O=C1CN(O)C(c2ccccc2)=c2cc(Cl)ccc2=N1	-2%	-1%&0%	-22%&-21%
46	CC1=C(C/C(C)=C/c2ccccc2)/C(=C/CO)[C@@H]2OC(=O)O[C@]2(C)C12CC2	-21%	·	8.2µM*
47	c1ccc(CN2CC[C@@]3(CCCNC3)C2)cc1	·	-11%	?
48	C=C(C)c1cccc(C(C)(C)NC(=O)NC2CN3CCC2CC3)c1 (centres undefined)	-3%	-3%	-9%
49	CCN(CC)CCCN=Cc1c(O)n(Cc2ccc(F)cc2)c(=O)[nH]c1=O	-5%	-1%	1%
50	COC(=O)C1C2c3ccccc3OC1(C)N=c1s/c(=C/c3cnn(C)c3C)c(=O)n12 (centres undefined)	-9%	1%	5%
51	CCn1nc(-c2ccccc2)nc2c(=O)n(C)c(=O)nc1-2	-12%	?	1.3µM*
52	CCC(=O)N1CC(=O)Nc2ccc(Cl)cc2C1c1ccc(F)cc1 (centres undefined)	8%	-2%	4%
53	CC(=O)O[C@H]1CC[C@@]2(C)C(=CC[C@H]3[C@@H]4CC[C@H](C(C)=O)[C@@]4(C)CC[C@@H]32)C1	2%	·	?
54	O=C1c2cccc3cccc(c23)C(=O)N1CCN1CCN(C(=S)Nc2ccccc2)CC1	-4%	3%	?
55	C[C@]12CC(=O)CC1CCC1C2CC[C@@]2(C)C1CC[C@@H]2O (some centres undefined)	4%	-3%	-24%
56	CCOC(=O)c1cnc2c(ccc3ccccc32)c1Nc1ccc(N(C)C)cc1	-20%	-7%	15µM*
57	COC1CCC(OC2CC(C3(C)CCC4(CC(O)C(C)C(C(C)/C=C(\C)C(=O)C(C)CC(C)C(=O)O)O4)O3)OC3(OC(C4OC(O)(CO)C(C)CC4C)CC3C)C2C)OC1C (centres undefined)	-23%	·	0.15µM*
58	Cc1ccc(S(=O)(=O)N(C)C)cc1NC(=O)C(C)[N+]12CCN(CC1)CC2 (centres undefined)	-6%	6%	14%
59	Nc1cc2nc3ccccc3nc2cc1N	-17%	-25%	2%
60	CC(C)c1ccc(Cc2cnc(NC(=O)c3ccc4c(c3)CC(c3ccccc3)OC4=O)s2)cc1 (centres undefined)	-3%	1%	23µM*
61	Cc1cc(N2CCOCC2)nc2ccc(NC(=O)CCC(=O)N3CCC4(CC3)OCCO4)cc12	7%	1%	-3%
62	CCCCC/C=C\C/C=C\C/C=C\C/C=C\CCCC(=O)O	·	22µM*!	30µM*!
63	O=C(Cc1ccccc1)OCCNC(=O)c1cccnc1	7%	-4%	-9%
64	COc1ccc(NC(=O)CN2C(=O)C(C)N=C(c3ccccc3F)c3cc(Cl)ccc32)c(OC)c1 (centres undefined)	-25%	-10%	?
65	Cc1ccc(OCC(=O)N2CCN(C)CC2)c(Br)c1	-4%	1%	-5%
66	CCN1CCN(C(=O)COc2ccc(S(=O)(=O)N3CCOCC3)cc2Cl)CC1	-2%	-1%	3%
67	O=P(CCl)(Nc1ccccc1)C(Cl)(Cl)Cl (centres undefined)	-4%	-8%	22%
68	Cc1cc(NC(=O)CCl)on1	5%	-9%	?
69	CCCCn1c(CN2CCN(c3ccc(F)cc3)CC2)nc2c1c(=O)n(C)c(=O)n2C	-12%	-5%	1.6µM*
70	CC(=O)N1CCN(CCN=Cc2c(O)n(-c3ccc(F)cc3)c(=S)[nH]c2=O)CC1	-3%	-9%	15%
71	O=C(COc1ccc(S(=O)(=O)N2CCCCC2)cc1)N1CCN(Cc2ccccc2)CC1	-4%	-1%	?
72	COc1ccc(C(=O)CN2CCOCC2)cc1	3%	·	-21%
73	Cc1ccc(Cl)cc1N1CCN(CCN)CC1	-4%	0%	16µM*
74	Cc1ccc(-c2nc3ccccc3c(=O)n2-c2ccccn2)cc1	0%	4%	?
75	CC1CN2c3ccc([N+](=O)[O-])cc3CC3(C(=O)N(C)C(=O)N(C)C3=O)C2C(C)O1 (centres undefined)	-17%	0%	19%
76	C=C1[C@H]2CC[C@H]3[C@]4(C)C[C@H](O[C@H]5O[C@H](CO)[C@@H](OS(=O)(=O)O)[C@H](OS(=O)(=O)O)[C@H]5OC(=O)CC(C)C)C[C@@H](C(=O)O)[C@H]4CC[C@]3(C2)[C@H]1O	0%	-14%	3%
77	CC(=O)O[C@@H]1CN2CCC1CC2	·	-7%	-4%
78	C=CCN1C(=O)C2(C(C(=O)OCC)=C(N)Oc3c2c(=O)oc2ccccc32)c2ccccc21 (centres undefined)	-3%	-1%	-20%
79	CCCCCCOc1ccc(CN2CCN(CC)CC2)cc1	-1%	-5%	?
80	CN(C)C(=O)Oc1ccc(OCc2cccc[n+]2C)cc1	-4%	-6%	10%
81	CCN1CCN(c2cn[nH]c(=O)c2Cl)CC1	-6%	-1%	2%
82	CCOc1ccc(N2C(=O)/C(=C/c3ccc(C)o3)C(=O)NC2=S)cc1	22µM*	-13%	?
83	COC(=O)C1=C(c2ccc(Cl)c(C(F)(F)F)c2)C[C@@H]2CC[C@H]1N2C(=O)N1CCOCC1	-6%	3%	6.5µM*
84	CC1CC(OC(=O)c2ccccc2)CC(C)N1C (centres undefined)	-2%	-2%	-22%
85	CCC(=O)c1c(O)n(C2CCCCCC2)c(=O)[nH]c1=O	-2%	3%	6.5µM*
86	CC1(C)CC[C@]2(C)CC[C@]3(C)C4C[C@@H]5OO[C@@]6(O5)C(CCCC6(C)C)[C@]4(C)CC[C@@]3(C)C2C1 (some centres undefined)	2%	·	8.2µM*
87	O=c1ccc2c(O)c3ccoc3cc2o1	4%	-8%&-4%	-11%&-13%
88	Cc1ccc(NC(=O)CN2C(=O)CN=C(c3ccccc3)c3ccccc32)c(C)c1	0%	1%	?
89	CN(C)C(=O)CCSC(SCCC(=O)O)c1cccc(/C=C/c2ccc3ccc(Cl)cc3n2)c1 (centres undefined)	·	?	?
90	FC(F)(F)c1ccccc1NC1=NCCCS1	0%	0%	-20%
91	O=C1OC(c2ccc(Br)cc2)=N/C1=C\N1CC2CC(C1)c1cccc(=O)n1C2 (centres undefined)	-13%	-17%	?
92	COC(=O)[C@@H]1C(OC(=O)c2ccccc2)CC2CCC1N2C (some centres undefined)	16%	-2%	-20%
93	COc1ccccc1C(=O)Nc1ccc2nc(SCC(=O)N3CCCc4ccccc43)sc2c1	2%	-8%	5.2µM*
